RTF Ca sens act: increases calcium sensitivity of human cardiac regulated thin filaments; IANBD-labeled TnC RTF fluorescence at EC20 calcium; 0% EC20 calcium, 100% full calcium; P19429+P45379; activation, % at 7.2 µM; 340,000 compounds, 0.24% hits;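 active = activation above the mean over all tested compounds plus 3 SD, cut at about 30% in these data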;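 also: rise in fluorescence read as greater calcium sensitivity of cardiac thin filaments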
CAL PDZ FP-1: blocks peptide binding to human CAL PDZ domain; purified CAL PDZ, TMR-peptide fluorescence polarization, 1 h; 330,000 compounds, 0.02% hits; inhibition, % at 20 µM; AID 504414;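 active = highest replicate inhibition of at least 40%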;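 also: plate controls were DMSO neutral control wells for no effect and unlabeled competitor peptide control wells for full effect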
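Control set: unlabelled peptide and DMSO controls / Material: purified CerCALP PDZ construct / Timing: 1 h incubation at room temperature before polarization reading / Doses: 20 µM, one dose / Detection: fluorescence polarization (mP)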
DAGLB inhibitor: blocks human DAGLB lipase activity | Q8NCG7 | HEK293T DAGLB membrane lysate, EnzChek fluorogenic substrate | 340,000 compounds, 0.059% hits | inhibition, % at 5.17 µM; in the data active = inhibition above about 34%;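 also: 0% = enzyme with vehicle and 100% = wells lacking enzyme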
Target sequence (Q8NCG7 whole entry, looked up): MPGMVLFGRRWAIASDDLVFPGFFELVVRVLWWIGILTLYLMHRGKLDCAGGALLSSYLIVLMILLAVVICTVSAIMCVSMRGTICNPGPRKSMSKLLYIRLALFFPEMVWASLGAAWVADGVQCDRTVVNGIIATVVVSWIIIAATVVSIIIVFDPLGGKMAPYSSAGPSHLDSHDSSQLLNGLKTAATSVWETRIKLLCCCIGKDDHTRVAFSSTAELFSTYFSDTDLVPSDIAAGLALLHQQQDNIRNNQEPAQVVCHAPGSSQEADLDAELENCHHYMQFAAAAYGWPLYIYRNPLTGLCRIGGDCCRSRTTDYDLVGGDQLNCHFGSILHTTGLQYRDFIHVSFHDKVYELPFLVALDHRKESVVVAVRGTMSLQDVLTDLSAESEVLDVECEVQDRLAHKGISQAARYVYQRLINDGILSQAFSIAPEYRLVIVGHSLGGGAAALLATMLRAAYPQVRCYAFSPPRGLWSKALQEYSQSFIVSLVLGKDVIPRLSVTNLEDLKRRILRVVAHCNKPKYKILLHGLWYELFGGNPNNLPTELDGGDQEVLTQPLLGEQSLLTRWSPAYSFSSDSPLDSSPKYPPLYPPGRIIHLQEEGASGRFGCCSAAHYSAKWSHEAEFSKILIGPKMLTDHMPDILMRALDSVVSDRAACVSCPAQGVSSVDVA
LANA DNA inh: blocks KSHV LANA C-terminal domain binding to DNA | MBP-C-LANA/FAM-LBS DNA binding, fluorescence polarization | inhibition, % at 9 µM | 340,000 compounds, 0.078% hits | AID 504423;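 active = highest replicate inhibition at or above 60% at 9 µM, even if other replicates fall short; inactive = all replicates below 60% inhibition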;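 also: 0% = neutral control wells and 100% = 4 µM acridine orange control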
RTF Ca sens inh: cardiac RTF calcium desensitization; P19429+P45379; 340,000 compounds, 0.12% hits; inhibition, % at 7.15 µM; IANBD-labeled cardiac RTF, Ca2+ fluorescence;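 active = inhibition above the mean inhibition of all tested compounds plus 3 SD, cut at about 17% in these data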;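 also: assay run at fixed EC70 calcium of 1.6 mM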
Keap1-Nrf2 PPI: Keap1-Nrf2 (human) interaction inhibition. Keap1 Kelch-Nrf2 peptide fluorescence polarization, 1536-well. inhibition, % at 9.4 µM. 340,000 compounds, 0.15% hits; in the data active = inhibition above about 12%;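 also: human Keap1 Kelch domain with fluorescein labeled Nrf2 9mer peptide probe; 0% = neutral control wells and 100% = peptide positive control; higher means more block of Keap1 binding to Nrf2 peptide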
CAL PDZ FP-2: CAL PDZ (human) peptide binding inhibition | Q9HD26 | purified CAL PDZ, TMR-peptide fluorescence polarization, 1 h | inhibition, % at 24.9 µM | 300,000 compounds, 0.92% hits | AID 602252;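 active = mean inhibition of at least 30% with at least half of replicates also reaching 30%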;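 also: 0% = DMSO neutral control and 100% = excess unlabeled competitor peptide PRC23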
SR-BI uptake up: activators of SR-BI mediated HDL lipid uptake; CHO ldlA[mSR-BI] cells, DiI-HDL uptake fluorescence, 3 h; 100 = double the neutral-control signal; activation, % at 12.5 µM; 320,000 compounds, 0.096% hits; AID 504775;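 active = mean replicate activation of at least 60% and every replicate at or above 60%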;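 also: 0% = median plate neutral-control signal and 100% = twice that signal; values of inactives mirror those of a sister screen read the other way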
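Assay system: LDL receptor-deficient CHO ldlA cells overexpressing murine SR-BI / Medium: BSA-supplemented, HEPES-buffered Ham's F12, pH 7.4 / Probe or stimulus: DiI-labelled HDL at 10 µg/mL final / Timing: compound with DiI-HDL co-incubation, 3 h at 37 °C / Technique: bottom-read cell fluorescence after medium removal, ex 550/em 595 nm / Measure: HDL uptake via cellular fluorescence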
PKA-R2B act: activators of human PKA-R2B complex. AID 504700. activation, % at 11.4 µM. 340,000 compounds, 0.079% hits. P22694+P31323. PKA-R2B holoenzyme dissociation, Cy5-IP20 fluorescence polarization; R2B truncated from residue 108, S112A mutant; 0% DMSO only, 100% 113 µM cGMP;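 active = activation above a cutoff set at the mean over all compounds plus 3 SD, cut at about 18% in these data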;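 also: higher means more holoenzyme dissociation and a rise in polarization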
Target sequence (P31323 whole entry, looked up, other chains not shown, the tested form may be a part): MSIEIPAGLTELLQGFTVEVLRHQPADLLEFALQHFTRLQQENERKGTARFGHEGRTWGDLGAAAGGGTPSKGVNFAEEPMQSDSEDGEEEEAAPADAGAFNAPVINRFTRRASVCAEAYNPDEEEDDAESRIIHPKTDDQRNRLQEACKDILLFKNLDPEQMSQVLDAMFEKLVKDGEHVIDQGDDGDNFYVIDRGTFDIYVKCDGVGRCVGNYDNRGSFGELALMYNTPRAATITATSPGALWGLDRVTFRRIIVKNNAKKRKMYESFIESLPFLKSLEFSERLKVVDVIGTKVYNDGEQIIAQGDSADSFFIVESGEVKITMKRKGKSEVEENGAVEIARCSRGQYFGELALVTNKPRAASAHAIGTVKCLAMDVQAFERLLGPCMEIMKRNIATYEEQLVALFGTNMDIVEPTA
Rtt109 HAT inh: inhibitors of Candida albicans Rtt109/Vps75 histone acetyltransferase | Q5AAJ8 | purified Rtt109/Vps75, ThioGlo CoA-SH fluorescence, 4 h | inhibition, % at 34.9 µM | 330,000 compounds, 0.16% hits;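 active = inhibition of at least 50% in every replicate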
* hit, by the source's call; x = not tested or not shown. Compounds were not picked by outcome; about 1.6% have a hit in one of these screens.

SMILES | RTF Ca sens act | CAL PDZ FP-1 | DAGLB inhibitor | LANA DNA inh | RTF Ca sens inh | Keap1-Nrf2 PPI | CAL PDZ FP-2 | SR-BI uptake up | PKA-R2B act | Rtt109 HAT inh
COc1ccc(NC(=O)CSc2nc3c(sc4ccccc43)c(=O)n2CCCN2CCCC2)cc1 | -1 | -5.5 | 2 | -0.7 | -5 | -7 | -6 | 13 | 6 | 6
COc1ccccc1C(=O)NNC(=O)c1ccc(C)cc1 | -1 | -0.4 | -2 | -0.6 | -8 | 1 | 2 | -7 | 5 | -7
CCOC(=O)Cc1nnc(NC(=O)COc2ccc(F)cc2)s1 | 1 | 0.1 | 3 | -1.8 | -9 | -1 | 2 | 7 | 2 | -5
CCOc1ccc(S(=O)(=O)Nc2cccnc2)cc1 | -1 | -1.3 | 3 | 0.6 | -6 | 4 | 14 | 2 | 3 | x
COc1ccc(-c2oc3cccnc3c2C#CCO)cc1 | 2 | -3.9 | -1 | -0.6 | -13 | -4 | -6 | -28 | -9 | -2
Cc1ccc(C)c(NC(=S)NNC(=O)c2csc3c2CCCC3)c1 | -3 | -0.3 | 1 | 1.2 | 0 | -1 | -3 | -28 | -16 | 3
Cc1cccc(C)c1NC(=O)COC(=O)c1cc[n+]([O-])cc1 | 7 | 0.7 | 2 | -1.4 | -16 | -2 | -2 | 7 | 0 | 0
CCCCn1nnc(NC(=O)c2ccc(-c3ccccc3)cc2)n1 | 6 | 0.7 | -1 | -0.6 | -19 | -3 | -28 | -19 | -7 | 5
O=C(Nc1nc(-c2ccccc2)cs1)c1cccc([N+](=O)[O-])c1 | 1 | -0.1 | -5 | -1.4 | -7 | -4 | x | -51 | -15 | -4
OCC(O)C1OC(Oc2ccccc2)C(O)C(O)C1O (stereo unspecified) | 5 | -0.5 | 0 | 1.8 | -9 | 4 | -2 | 5 | -3 | 5
c1ccc(-c2csc(Nc3cccnc3)n2)cc1 | -2 | -2.1 | 1 | 0.6 | -3 | -1 | -2 | -33 | -8 | 13
Cc1nc2ccccc2nc1CSc1nncs1 | 13 | -2.5 | 3 | 0.7 | -17 | -4 | 2 | 4 | -4 | -6
CCSc1nnc(-c2cc(Br)ccc2N)c(=O)[nH]1 | -3 | -0.5 | 3 | 0.9 | -2 | -1 | -1 | 11 | -10 | 9
CC(C)(C)c1ccc(C(=O)NNC(=O)c2ccccc2Br)cc1 | 3 | -2.0 | -5 | 0.1 | -3 | -2 | x | 4 | -2 | 0
Cn1ccnc1SCC(=O)Nc1nc2ccccc2s1 | 1 | -2.4 | 0 | 0.3 | -8 | -3 | 0 | -18 | -2 | -3
CCN(CC(=O)NC(=O)NC1CCCCC1)Cc1nc2ccccc2c(=O)[nH]1 | 4 | -0.4 | 2 | -1.0 | -13 | -1 | -4 | 10 | 9 | 7
Cc1ccccc1C(=O)NNC(=O)C12CC3CC(CC(C3)C1)C2 | 0 | -2.4 | 1 | -0.5 | -11 | 4 | 1 | -8 | -3 | 3
Cc1ccccc1NC(=O)Nc1cc(-c2ccccc2)nn1C | 5 | -0.1 | -1 | 1.2 | -2 | 2 | -4 | 0 | -1 | -4
C=C(C)C(=O)N1CC2(CC(c3cccc(NC(=O)/C(C)=C\C)c3)=NO2)C[C@H]1C(N)=O (stereo partly specified) | -4 | 1.8 | -1 | -1.2 | 0 | 5 | -3 | 6 | -11 | 7
N#CCCn1cc(C(CC(=O)c2ccc(Br)cc2)C(=O)O)c2ccccc21 (stereo unspecified) | 7 | -0.1 | 3 | -1.0 | -12 | 7 | 0 | 0 | 7 | 9
Cc1ccc(-c2nnn(CC(=O)N(Cc3ccco3)C(C(=O)NC(C)(C)C)c3cccs3)n2)o1 (stereo unspecified) | 1 | -1.1 | 0 | 0.0 | -6 | -4 | -2 | -13 | -4 | -1
CCOc1c2ccc(C(=O)N[C@H](C)C3CCCCC3)cc2nn1CCOC | 6 | -0.3 | -3 | 1.1 | -6 | -4 | -2 | 7 | 5 | 5
COc1ccc2oc(C(=O)OC(C)C(=O)N3C(C)CCCC3C)c(C)c2c1 (stereo unspecified) | -3 | 0.7 | -4 | 0.7 | 3 | 3 | x | -15 | 1 | 9
CN1CCN(Cc2ccc(OCc3ccccc3)cc2)CC1 | 10 | x | 0 | 2.8 | -6 | -3 | 3 | 30 | -4 | 11
O=C(NCC1CCCO1)C1C2C=CC3(CN(Cc4cccs4)C(=O)C13)O2 (stereo unspecified) | 1 | -0.1 | -1 | -1.4 | -5 | -3 | -4 | 26 | -10 | -20
Cc1cc(=O)oc2c3c(cc(OCC(=O)NCC(=O)O)c12)OC(C)(C)CC3 | -1 | 0.5 | -7 | 1.0 | -4 | 1 | -1 | 23 | -9 | 0
O=C(c1ccccc1)c1ccc(COC(=O)c2cnccn2)cc1 | 0 | -0.4 | -2 | -2.2 | -7 | -1 | -3 | 23 | 1 | -1
COCCNC(=S)N(Cc1cccnc1)Cc1ccc(OC)c(OC)c1 | 7 | -0.2 | 2 | -0.8 | 0 | -3 | -4 | 11 | -11 | 8
COc1ccc(S(=O)(=O)N2CCc3cc4c(cc3C2C)OCCCO4)cc1 (stereo unspecified) | -3 | -1.9 | -3 | -1.0 | -15 | -2 | -4 | 27 | 4 | 3
CC([NH2+][O-])C(C)(C)NO (stereo unspecified) | -2 | -3.2 | -1 | 2.3 | -5 | -1 | 5 | 21 | -4 | 5
Cc1ccc(S(=O)(=O)N(C)C)cc1NC(=S)NCCCn1ccnc1 | 2 | 0.3 | -2 | -0.4 | -10 | -6 | -9 | -4 | -7 | x
CC(C)CC(=O)N/C(N)=N/c1nc2ccccc2o1 | -9 | -1.4 | -2 | -0.4 | -1 | -1 | x | 4 | -5 | 0
CCCC(=O)Nc1ccc(S(=O)(=O)N2CCCC2)cc1 | 1 | -2.3 | -9 | 1.6 | -11 | 3 | -2 | 2 | 6 | x
COc1ccccc1N(C(=O)c1snc(C(N)=O)c1N)C(C(=O)NC1CCCC1)c1ccco1 (stereo unspecified) | -3 | -1.0 | 1 | 0.8 | -5 | 2 | -7 | 1 | 5 | 6
O=C(CSc1nnnn1C1CCCCC1)NCc1ccccc1 | -3 | -3.3 | -3 | 1.0 | 3 | -4 | -1 | 8 | -17 | x
CN(C)/C=c1\sc2c(C#N)cc(C(=O)c3ccc(Br)cc3)n2c1=O | 3 | -2.5 | -2 | 5.8 | -10 | 1 | -1 | -27 | 4 | -8
COc1cc(/C=C/C(=O)Nc2ccc(OC)c(S(=O)(=O)N3CCOCC3)c2)ccc1OCC#N | -8 | -2.0 | 0 | -0.9 | -2 | 6 | -4 | -71 | -5 | 0
O=c1[nH]c(=O)c2nnc(N/N=C\c3ccc(O)cc3)nc2[nH]1 | -1 | -0.6 | 0 | -2.1 | -2 | -6 | 2 | 12 | -6 | 8
CC(=O)c1cn(CC(=O)NCc2ccco2)c2ccccc12 | 12 | -1.1 | -4 | -0.6 | -9 | 3 | -2 | 5 | 4 | 4
CCCCn1c(SCC(=O)Nc2ccc(NC(C)=O)cc2)nc2ccccc2c1=O | 4 | 3.1 | 0 | -0.3 | -8 | -4 | -1 | x | -8 | 4
COC(=O)[C@@]1(C)[C@H]2C(=O)N(C)C(=O)[C@H]2[C@H]2CN=C(SCc3ccc(C#N)cc3)N21 | -2 | -1.2 | -1 | -0.9 | 0 | 2 | 2 | -8 | 2 | -5
CC1C/C(=C\c2ccccc2[N+](=O)[O-])c2nc3ccccc3c(C(=O)O)c2C1 (stereo unspecified) | -5 | -0.9 | 2 | 1.2 | -6 | -4 | 49* | -1 | -5 | -7
COc1ccc(C=C2C=C(C(C)(C)C)C(=O)C(C(C)(C)C)=C2)cc1OC | -5 | 0.9 | 0 | -1.1 | -2 | -5 | -5 | -9 | 9 | -1
CCC(=O)c1ccc(OCC(=O)OCC(=O)NC2CCCCCC2)cc1 | 0 | -1.6 | 3 | 1.3 | 0 | 0 | -2 | -1 | -5 | -4
CCOC(=O)c1oc2ccc(CNC(C)(C)C)c(Cl)c2c1C | 1 | -2.0 | 2 | -2.1 | 11 | 2 | -2 | 0 | -5 | -18
COC(=O)c1cccc(CSc2nnc(C)s2)c1 | -2 | -3.8 | 0 | -0.1 | 0 | -5 | 0 | -18 | -4 | 3
CC(=O)/C=C(\C)Nc1ccc(-c2cnc(-c3ccccc3)o2)cc1 | 0 | 0.7 | 0 | 1.7 | 5 | -6 | -1 | -4 | 11 | 3
CSc1nsc(SC)c1C(N)=O | 4 | 1.5 | -2 | 0.4 | -1 | 0 | -2 | 2 | 8 | -12
COc1ccc(C(CNC(=O)C(C)Oc2ccc(Br)cc2)N2CCCC2)cc1 (stereo unspecified) | -8 | -2.1 | 2 | -1.3 | 7 | -9 | -10 | 20 | -10 | 0
CCn1cc(C(=O)N[C@@H](CCSC)C(=O)NC(C)(C)CO)c(=O)c2cc3c(cc21)OCO3 | 3 | -0.1 | 1 | 0.2 | -8 | 1 | 24 | 7 | 8 | -8
CCOC(=O)[C@@H]1[C@H]2COc3ccc(Br)cc3[C@@H]2N2C(=O)N(c3ccc(Br)cc3)C(=O)[C@@]12C | 1 | 0.3 | -8 | -0.8 | -10 | 0 | -3 | -22 | -5 | -6
CC(=O)N1CCN(C(=O)COC(=O)/C=C/c2ccc(C(F)(F)F)cc2)CC1 | -2 | 1.4 | 1 | 1.2 | 2 | -6 | -3 | 3 | 7 | 3
COc1ccccc1C(=O)ON=C1c2ccccc2-c2ccccc21 | 6 | -2.7 | -10 | -0.3 | -8 | 0 | -3 | 4 | 1 | -5
Cc1ccc(C)c(N2CCN(C(=O)Cc3cn(C)c4ccccc34)CC2)c1 | 1 | x | -6 | -0.5 | -13 | 5 | -5 | -22 | 1 | -7
O=C(Cc1ccc(S(=O)(=O)N2CCOCC2)s1)Nc1ccc(Br)c(C(F)(F)F)c1 | 1 | -1.8 | 1 | -0.4 | -8 | 2 | -2 | 43 | -6 | 13

Whole records, looked up by structure. Values in the order: RTF Ca sens act, CAL PDZ FP-1, DAGLB inhibitor, LANA DNA inh, RTF Ca sens inh, Keap1-Nrf2 PPI, CAL PDZ FP-2, SR-BI uptake up, PKA-R2B act, Rtt109 HAT inh
O=C(Cc1ccc(S(=O)(=O)N2CCOCC2)s1)Nc1ccc(Br)c(C(F)(F)F)c1 in the list: 1, -1.8, 1, -0.4, -8, 2, -2, 43, -6, 13
CC(=O)N1CCN(C(=O)COC(=O)/C=C/c2ccc(C(F)(F)F)cc2)CC1 in the list: -2, 1.4, 1, 1.2, 2, -6, -3, 3, 7, 3
Cc1ccc(C)c(N2CCN(C(=O)Cc3cn(C)c4ccccc34)CC2)c1 in the list: 1, x, -6, -0.5, -13, 5, -5, -22, 1, -7
CCn1cc(C(=O)N[C@@H](CCSC)C(=O)NC(C)(C)CO)c(=O)c2cc3c(cc21)OCO3 in the list: 3, -0.1, 1, 0.2, -8, 1, 24, 7, 8, -8

From PubChem BioAssay
